Source: PubChem
CXCR6 inh = blocks human CXCR6 beta-arrestin recruitment. O00574. CHO-K1 PathHunter CXCR6 beta-arrestin, luminescence. inhibition, % at 20 µM. 0.36% of 360,000 active; in the data active = inhibition above about 34%, passing the limit was not always enough;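 note: antagonist mode with CXCL16 agonist at 10 nM final; 0% = 10 nM CXCL16 with DMSO and 100% = unstimulated wells without agonist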
Target sequence (O00574 whole entry, looked up): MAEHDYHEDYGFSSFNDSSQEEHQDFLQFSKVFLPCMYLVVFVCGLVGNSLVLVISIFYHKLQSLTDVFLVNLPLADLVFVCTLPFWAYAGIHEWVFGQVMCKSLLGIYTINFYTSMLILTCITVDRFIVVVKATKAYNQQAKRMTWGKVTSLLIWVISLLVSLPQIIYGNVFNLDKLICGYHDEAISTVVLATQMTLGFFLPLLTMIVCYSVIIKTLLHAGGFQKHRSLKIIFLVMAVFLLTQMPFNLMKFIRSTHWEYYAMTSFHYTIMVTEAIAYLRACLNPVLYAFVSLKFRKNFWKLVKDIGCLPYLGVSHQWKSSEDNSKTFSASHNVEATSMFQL
CCR6 antag = CCR6 (human) receptor antagonism. 0.49% of 340,000 active. CHO-K1 CCR6 PathHunter beta-arrestin, luminescence, CCL20-stimulated. inhibition, % at 20 µM;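 active = compounds whose inhibition of the agonist-driven luminescence signal at 20 µM reaches about 50%, limit read from the data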;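 note: cells stimulated with CCL20 at 14 nM final; plate controls were DMSO with CCL20 for no effect and DMSO without agonist for full effect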
UBC13 polyUb = human UBC13 polyubiquitination inhibition; P61088; UBC13 polyubiquitin chain formation, TR-FRET; inhibition, % at 20 µM; 0.47% of 330,000 active; AID 485273; in the data active = inhibition above about 45%, passing the limit was not always enough; inconclusive = no clear call, values can overlap the other calls
Target sequence (P61088 whole entry, looked up): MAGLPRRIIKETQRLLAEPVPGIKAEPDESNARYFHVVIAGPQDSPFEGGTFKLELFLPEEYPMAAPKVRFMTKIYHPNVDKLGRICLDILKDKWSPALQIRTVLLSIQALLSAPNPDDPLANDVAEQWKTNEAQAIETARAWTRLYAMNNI
Jurkat NFkB inh = inhibitors of the PMA/ionomycin-induced NF-kB reporter in Jurkat cells; PMA/ionomycin-induced NF-kB luciferase reporter, luminescence; 0.53% of 330,000 active; inhibition, % at 4 µM; AID 435003; in the data active = inhibition above about 50%
EBI2 antag = blocks human EBI2 receptor beta-arrestin signaling; inhibition, % at 5 µM; EBI2 beta-arrestin recruitment, luminescence, 7a,25-OHC stimulated; AID 651636; 0.81% of 360,000 active; in the data active = inhibition above about 38%;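 note: enzyme fragment complementation signal reports receptor beta-arrestin coupling in cells; 0% = agonist plus DMSO wells and 100% = wells without agonist; some results beyond the cut were filed as inactive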
Target sequence (P32249 whole entry, looked up, the tested form may be a part): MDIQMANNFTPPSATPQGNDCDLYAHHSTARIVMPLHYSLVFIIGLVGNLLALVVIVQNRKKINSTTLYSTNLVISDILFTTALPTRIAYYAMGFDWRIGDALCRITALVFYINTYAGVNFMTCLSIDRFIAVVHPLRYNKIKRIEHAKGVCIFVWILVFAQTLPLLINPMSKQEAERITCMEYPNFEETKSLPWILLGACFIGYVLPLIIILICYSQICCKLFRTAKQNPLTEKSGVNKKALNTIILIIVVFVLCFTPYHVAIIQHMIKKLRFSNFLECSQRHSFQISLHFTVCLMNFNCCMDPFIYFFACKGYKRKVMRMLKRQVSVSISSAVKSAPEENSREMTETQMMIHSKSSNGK
Gli-Sufu block = antagonists of Gli-Sufu signaling. AID 588413. Sufu-KO-LIGHT fibroblasts, Gli luciferase reporter luminescence. 0.74% of 340,000 active. inhibition, % at 5 µM;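 active = inhibition above about 55%, limit read from the data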;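 note: 0% = DMSO-treated cells and 100% = wells with medium but no cells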
APJ antagonist = APJ receptor antagonism. P35414. CHO-K1 APJ beta-arrestin complementation, luminescence. inhibition, % at 20 µM. 0.32% of 330,000 active. AID 2521;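 active = inhibition above about 40% at 20 µM, limit read from the data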;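 note: cells challenged with 10 nM apelin-13 agonist together with compound; plate controls were apelin-13 plus DMSO wells for no effect and DMSO wells lacking apelin-13 for full effect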
697 NFkB inh = lowers PMA/ionomycin-induced NF-kB signal in 697 B cells. 697 B-cell NF-kB luciferase reporter, 16 h. inhibition, % at 4 µM. 0.33% of 330,000 active; in the data active = inhibition above about 35%
An asterisk follows results filed as active; ? = inconclusive; . = no result given.

SMILES	CXCR6 inh	CCR6 antag	UBC13 polyUb	Jurkat NFkB inh	EBI2 antag	Gli-Sufu block	APJ antagonist	697 NFkB inh
COc1ccc(N(C(=O)CNC(=O)c2ccco2)C(C(=O)NCC2CCCO2)c2ccccc2)c(OC)c1 (stereo unspecified)	2	0	5	-2	-4	-4	-1	14
O=C(O)C(Cc1cccs1)c1cccs1 (stereo unspecified)	-7	-2	.	.	0	-5	.	.
Cc1ccccc1CSCC(Nc1ccc(C(=O)O)cc1[N+](=O)[O-])C(=O)O (stereo unspecified)	3	13	-23	-11	4	2	8	-8
O=C(COc1ccccc1F)Nc1ccc2c(c1)CCC2	-2	5	-6	9	11	-11	-3	-6
CNC(=O)/C(C#N)=C1\SC(Cc2ccc(F)cc2)C(=O)N1c1ccccc1C (stereo unspecified)	2	-3	?	-24	-23	-2	-2	-41
c1ccc(-c2csc(Nc3ccccn3)n2)cc1	-11	-17	-7	-159	22	-51	7	-268
O=C(NO)c1ccccc1C(F)(F)F	-3	12	-2	1	-3	.	-16	1
O=C(NCc1ccc2c(c1)OCO2)c1ccc(CSCc2ccc(Cl)cc2)o1	-4	28	12	7	10	-4	-11	14
C[C@H](CO)N1C[C@H](C)[C@@H](CN(C)S(=O)(=O)c2ccccc2)Oc2c(NC(=O)CCC(F)(F)F)cccc2C1=O	0	3	-2	0	-7	-17	10	11
CC1CCN(CCc2nc3cc(NC(=O)COc4ccccc4)ccc3n2C)CC1	4	9	-4	-30	-8	17	21	-17
CCOC(=O)c1ccc(N2Cc3ccccc3C2=NC(=O)c2ccncc2)cc1	3	7	.	.	-4	-28	.	.
CS(=O)(=O)N1CCCC(C(=O)NCc2ccc(F)cc2)C1 (stereo unspecified)	6	12	-8	1	-3	-2	-19	-28

Three consecutive entries already listed, quoted:
SMILES	CXCR6 inh	CCR6 antag	UBC13 polyUb	Jurkat NFkB inh	EBI2 antag	Gli-Sufu block	APJ antagonist	697 NFkB inh
C[C@H](CO)N1C[C@H](C)[C@@H](CN(C)S(=O)(=O)c2ccccc2)Oc2c(NC(=O)CCC(F)(F)F)cccc2C1=O	0	3	-2	0	-7	-17	10	11
CC1CCN(CCc2nc3cc(NC(=O)COc4ccccc4)ccc3n2C)CC1	4	9	-4	-30	-8	17	21	-17
CCOC(=O)c1ccc(N2Cc3ccccc3C2=NC(=O)c2ccncc2)cc1	3	7	.	.	-4	-28	.	.

Among those listed so far, these have a CF3 group:
SMILES	CXCR6 inh	CCR6 antag	UBC13 polyUb	Jurkat NFkB inh	EBI2 antag	Gli-Sufu block	APJ antagonist	697 NFkB inh
O=C(NO)c1ccccc1C(F)(F)F	-3	12	-2	1	-3	.	-16	1
C[C@H](CO)N1C[C@H](C)[C@@H](CN(C)S(=O)(=O)c2ccccc2)Oc2c(NC(=O)CCC(F)(F)F)cccc2C1=O	0	3	-2	0	-7	-17	10	11

(next part)
SMILES	CXCR6 inh	CCR6 antag	UBC13 polyUb	Jurkat NFkB inh	EBI2 antag	Gli-Sufu block	APJ antagonist	697 NFkB inh
O=C(c1ccc2c(c1)N(Cc1ccc(F)cc1)C(=O)c1ccccc1S2(=O)=O)N1CCN(c2ccccn2)CC1	2	7	7	0	26	16	4	-15
COc1ccccc1C(=O)Nc1ccccc1C(=O)N1CCCC1	-4	-17	7	6	-7	-4	14	5
O=c1cc(-c2ccsc2)oc2ccccc12	-5	0	0	-32	-12	2	6	-11
COC(=O)c1ccc(CSc2nc3ccccc3c(=O)n2-c2cccc(OC)c2)o1	14	17	8	-20	2	4	8	4
CCOC(=O)C1(CCc2ccccc2)CCN(C(=O)CN2CCOC2=O)CC1	3	11	2	-10	-2	-4	3	-4
CCC1CSC(Nc2ccc(C(=O)/C=C/c3ccc(Oc4ccccc4)cc3)cc2)=N1 (stereo unspecified)	14	29	-18	-5	14	-7	-7	1
CC(C)(C)OC(=O)N[C@@H](Cc1ccccc1)C(=O)NCC1CCC(C(=O)N[C@@H](CCC(N)=O)C(=O)O)CC1 (stereo partly specified)	-16	5	7	-5	-9	.	-7	15
N=C1C(c2nc(-c3ccc(F)cc3)cs2)=C(O)CN1CCCN1CCOCC1	-2	-13	11	15	16	4	1	3
Cc1csc(NC(=O)Cc2c(F)cccc2Cl)n1	4	-3	0	-48	-1	-31	-2	-55
COc1ccc(OC)c2c1sc(=NC(=O)C1COc3ccccc3O1)n2C (stereo unspecified)	-2	8	?	-31	2	-22	-23	-32
Cc1csc(SCC(=O)Nc2sccc2C(N)=O)n1	-12	-3	0	-38	-1	-42	14	-33
COc1ccc(S(=O)(=O)N2CCOCC2)cc1C(=O)N(C)Cc1ccccc1F	0	7	3	4	-14	-8	-2	12
CCn1c(CC(=O)Nc2ccc(C)cc2)nnc1SCC(=O)NCCc1ccccc1	1	13	11	-3	2	-5	14	-6
CC(=O)NC1CC2CCC(C1)N2Cc1ccc(C)cc1 (stereo unspecified)	-1	10	7	5	-15	9	6	9
Cc1ccc(S(=O)(=O)N(CC(=O)Nc2cccc(N(C)S(C)(=O)=O)c2)c2ccc(Cl)c(Cl)c2)cc1	1	8	-2	-17	22	-5	-3	-28
COC(=O)[C@@H]1Cc2c([nH]c3ccccc23)C(C)(C)N1C(=O)CCl	-8	1	6	55*	-7	21	0	88*
O=[N+]([O-])c1cnc(Nc2ccccc2)nc1Nc1ccccc1	9	15	-18	6	36	2	13	-28
COc1ccccc1/C=C\C(=O)NCC(=O)N/N=C(/C)c1cccc([N+](=O)[O-])c1	-24	8	6	47	18	2	6	19
O=[N+]([O-])c1ccc2nc(-c3cccnc3)[nH]c2c1	-8	-9	-15	-24	-10	-13	-13	-27
C=C(C)COc1ccc(-c2[nH]ncc2Oc2ccccc2OC)c(O)c1	9	15	30	4	34	-6	2	4
CC(C)CNC(=O)N1c2ccccc2Sc2ccccc21	14	20	-2	-5	4	8	4	-17
CCOC(=O)C1=C(O)/C(=C/c2cc(OC)c(OC)c(OC)c2)N=C1C	-23	-3	-6	-4	-1	-21	-11	19
CC(=O)Nc1nc(C)c(CCC2OCCO2)c(=O)[nH]1	-2	-5	1	-2	-7	5	11	11
CC(=O)Nc1ccc(S(=O)(=O)NCc2nnnn2-c2ccc(Cl)cc2)cc1	6	8	2	-1	0	-3	2	-6
C/C(=N/NC(=O)CSc1nc2ccccc2n1C)c1ccco1	-5	14	-4	-3	3	-1	12	8
Cc1ccc(C(=O)C2=C(O)C(=O)N(Cc3cccnc3)C2c2ccc(Cl)cc2)o1 (stereo unspecified)	1	21	-10	3	10	-1	11	-3
CSc1ccc(Cl)c(C(=O)N(C)CC(=O)Nc2ccc(N3CCOCC3)cc2)c1	-1	4	4	1	4	-12	-7	14
CCN(CC)C(=O)CSc1nnc(-c2ccc(O)cc2)n1CC1CCCO1 (stereo unspecified)	1	9	-10	-3	-10	3	12	3
COc1cc(CC(=O)N(C)CC(=O)Nc2ccc(Cl)c(C(F)(F)F)c2)cc(OC)c1OC	2	-4	5	11	-1	19	12	-13
Cc1cc(C=O)c(C)n1-c1ccc(Oc2ccc([N+](=O)[O-])cn2)cc1	-1	9	4	16	-5	-7	-1	28
Cc1ccc(-c2ccc(C(=O)NCc3ccc(Cl)cc3)o2)c2ccccc12	-24	17	-30	8	0	-14	-27	-11
O=C(Nc1ccc(N2CCCCC2)c(Cl)c1)c1ccc2c(c1)OCCO2	-8	2	3	-23	22	-23	9	-100
Cc1ccc(S(=O)(=O)NC(CC(C)C)C(=O)Nc2ccncc2)cc1 (stereo unspecified)	-1	4	1	3	-3	-3	-46	4
O=C(c1ccco1)c1nnn(Cc2ccccc2)c1-c1ccccc1	1	24	1	-2	4	0	19	-19
C=CCn1cnc2c(nnn2-c2ccc(Cl)cc2)c1=O	2	3	-4	3	5	-6	-23	-1
COc1ccc(CCNC(=O)C(=O)Nc2ccc3nc4n(c(=O)c3c2)CCCCC4)cc1OC	-9	1	-17	-38	1	-3	-7	-29
Cc1ccc(NC(=O)CSc2nc(N)cc(=O)[nH]2)cc1Cl	3	1	6	5	-5	10	-1	12
Cc1c(C=Nc2ccc(S(=O)(=O)N(C)C)cc2)c(O)[nH]c(=O)c1C#N	3	-1	2	7	3	-2	-7	-1
COc1cc(OC)cc(-c2cc(N)n(S(=O)(=O)Cc3ccccc3)n2)c1	-5	20	15	20	22	3	13	17
Cc1ccc(C)c2[nH]c(=O)c(CCNC(=O)c3ccco3)cc12	-4	10	5	-10	-1	-2	10	2
O=C(CN(C(=O)CNC(=O)c1ccco1)c1ccc(F)cc1)NC1CCCCC1	11	1	0	-3	-1	28	16	14
CC(=O)N1c2ccc(S(=O)(=O)N(C)Cc3ccccc3)cc2CC1C (stereo unspecified)	-7	3	-8	3	-18	-8	-79	-23
Fc1ccc(CN2CCC(Cc3ccccc3)CC2)cc1F	-6	28	0	7	3	19	8	12
O=C(c1cccs1)N1CCN(Cc2ccccc2)CC1	1	0	9	1	-4	6	-3	5
Cc1cccc(C)c1NC(=O)COn1nnc2ccc(C(F)(F)F)cc21	-5	14	-13	-11	-3	1	-2	-18
O=C(CCCOc1ccc(Cl)cc1)Nc1nncs1	-6	1	9	-4	3	2	-5	2
CN(C(=O)C1CCC1C(=O)O)c1nc(-c2ccc(Cl)s2)cs1 (stereo unspecified)	2	9	-4	-10	-3	7	2	-11
COc1ccccc1N1CCN(S(=O)(=O)CCNC(=O)C2CCCC2)CC1	7	7	-9	4	6	-3	6	6
COc1ccc(C)cc1NC(=O)CN(C)S(=O)(=O)c1cnc[nH]1	-1	8	-4	-17	-2	1	-4	-21
O=C(NCCS(=O)(=O)NC1CCCC1)c1ccc(F)cc1	-7	3	4	9	-2	-6	11	21
O=C(Nc1ccno1)Nc1ccc(Cl)cc1Cl	-24	-19	7	-15	2	-11	-36	-30
C/C=C(\C)CN1CCN(c2cccc(C)c2C)CC1	-2	-1	-2	7	5	3	13	13
COc1ccc(NC(=S)N2CCN(CCN=CC3=C(O)CC(c4ccccc4)CC3=O)CC2)cc1 (stereo unspecified)	-3	-4	-1	-11	0	-8	1	9
O=C(CSc1ccc(-c2cccs2)nn1)N1CCCCCC1	-6	3	-3	5	-1	-30	6	-34
O=C(Cc1cc(=O)[nH][nH]1)N/N=C/c1cccc2ccccc12	-4	6	-11	17	-15	14	19	6
CCOC(=O)[C@@H]1[C@H]2COc3ccc(Br)cc3[C@@H]2N2C(=O)N(c3ccccc3)C(=O)[C@@]12C	8	15	-8	2	-3	21	-12	-16
CN(CC(=O)NCc1ccncc1)S(=O)(=O)c1ccc(Cl)cc1	-6	-6	-7	3	-13	-13	16	12
Nc1c(C(=O)Nc2ccc3c(c2)OCCO3)nnn1Cc1ccc(Cl)cc1	1	4	8	-122	12	-85	-5	-137
Oc1ccccc1C=NC(c1ccccc1)C(O)c1ccccc1 (stereo unspecified)	6	-6	12	-5	-4	1	17	-11
CCOc1cc(NC(=S)NC)c(OCC)cc1NC(=O)c1ccc(OC)cc1	-3	1	2	5	-4	6	23	20

Additional records follow:
SMILES	CXCR6 inh	CCR6 antag	UBC13 polyUb	Jurkat NFkB inh	EBI2 antag	Gli-Sufu block	APJ antagonist	697 NFkB inh
Cn1c(N)c(C(=O)COC(=O)CNC(=O)c2ccccc2)c(=O)n(C)c1=O	4	14	10	4	-17	11	5	-2
COc1ccc(/C=N\NC(=O)c2ccccc2)cc1COc1ccc(F)cc1	5	20	-10	22	21	13	6	-29
COc1ccc(C2(CNC(=O)C(c3ccccc3)c3ccccc3)CCOCC2)cc1OC	8	13	2	-3	3	7	11	-1
C/C(=N/NC(=O)c1ccco1)c1ccc(NC(=O)c2ccc(F)cc2)cc1	-1	-5	-4	-51	-8	-55	-1	-49
COc1cc(OC)c(C(=O)Nc2cccc(C(C)=O)c2)cc1OC	-13	-20	-1	-26	-5	-13	12	14
CCOc1ccc(NC(=S)N2CCN(S(=O)(=O)c3ccccc3)CC2)cc1	3	4	-4	5	24	-2	2	6
Cc1ccc(S(=O)(=O)/N=C(\c2ccccc2)N(C)S(=O)(=O)c2ccc(C)cc2)cc1	7	5	-5	0	3	7	15	14
O=C(Nc1ccn(Cc2ccccc2)n1)c1ccc2c(c1)OCO2	-1	6	7	-49	-9	-62	2	-36
O=C(NCCCCNC(=O)c1cccnc1)c1cccnc1	0	-13	-10	-13	-24	3	-16	12
Cc1c(Cl)cccc1NC(=S)N/N=C/c1ccccc1Cl	.	7	-2	40	.	1	13	5
Cc1ccccc1OCC(=O)Nc1ccc2c(c1)COC2=O	7	1	-4	6	10	-3	21	13
